GC-B act: GC-B (human) receptor activation; P20594; HEK293-GC-B cells, CNP EC30, cGMP TR-FRET; 0% at EC30 CNP, 100% saturating CNP; activation, % at 10 µM; 370,000 tested, 0.11% active;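 active means activation at 10 µM reaching about 35% in either raw or pattern-adjusted values, limit read from the data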
UHRF1 MBD2 ctr: human UHRF1 methylated DNA binding inhibitors. UHRF1 binding to methylated oligo, TR-FRET. inhibition, % at 4.4 µM. 370,000 tested, 0.75% active. AID 687016; in the data active means inhibition above about 21%;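 further: UHRF1 SRA domain binding a hemimethylated CpG hairpin DNA probe; 0% = median of test compound wells and 100% = reference inhibitor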
mABHD4 FP: inhibitors of mouse ABHD4; Q8VD66; purified mABHD4, FP-Rh probe fluorescence polarization; inhibition, % at 8.92 µM; 370,000 tested, 0.54% active; AID 720543;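 active means inhibition exceeding the mean over every tested compound plus 3 SD, cut at about 30% in these data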;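 further: 0% = plate median of compound wells and 100% = S159A mutant with DMSO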
Target sequence (Q8VD66 whole entry, looked up): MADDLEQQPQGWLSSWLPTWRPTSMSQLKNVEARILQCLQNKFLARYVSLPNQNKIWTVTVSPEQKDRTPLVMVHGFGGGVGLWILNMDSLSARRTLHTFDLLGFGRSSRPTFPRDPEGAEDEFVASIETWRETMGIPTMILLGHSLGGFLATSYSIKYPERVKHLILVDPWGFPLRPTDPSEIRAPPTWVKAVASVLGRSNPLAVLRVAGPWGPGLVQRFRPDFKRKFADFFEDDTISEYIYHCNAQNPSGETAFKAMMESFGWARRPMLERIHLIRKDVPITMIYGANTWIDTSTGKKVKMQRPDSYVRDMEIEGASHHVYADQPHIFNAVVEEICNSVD
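Test system: mouse ABHD4 enzyme, wild type. Reagent: FP-Rh fluorescent activity-based probe, added after compound pre-incubation. Timing: pre-incubation 45 min, probe exposure 60 min, at 25 °C. Technique: FP readout, ex 525 nm / em 598 nm. Benchmarks: high control S159A mutant with DMSO, low control median of compound wells.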
TCR CD3 inh: blocks the human TCR-CD3 interaction. inhibition, % at 9.4 µM. TAMRA-labeled TCR probe fluorescence, biochemical. 360,000 tested, 0.37% active; in the data active means inhibition above about 19%;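 further: recombinant mutant TCR 2C K166C tagged with TAMRA read by polarization; 0% = receptor in buffer alone and 100% = receptor with positive control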
PRMT1 inh: inhibitors of human PRMT1. recombinant PRMT1, activity-based probe fluorescence polarization. inhibition, % at 2.79 µM. 370,000 tested, 1.3% active;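 active means inhibition above about 21% made by adding two undisclosed values, limit read from the data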
rCAG binder: binds r(CAG) RNA repeats; r(CAG) RNA repeat, TO-PRO-1 dye displacement fluorescence; inhibition, % at 3 µM; 370,000 tested, 1.3% active; AID 651821;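 active means inhibition above the plate cutoff, the mean of all test compounds on that plate plus 3 SD, cut at about 35% in these data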;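 further: 0% = DMSO alone and 100% = 100 µM mitoxantrone as full dye displacement; higher means more dye released from RNA so lower well fluorescence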
MBD2 inh: inhibitors of human MBD2 binding to methylated oligonucleotide | TR-FRET | 370,000 tested, 0.31% active | inhibition, % at 4.4 µM | Q9UBB5; in the data active means inhibition above about 13%
SIAE primary: human SIAE inhibition, primary screen; SIAE FP-Rh probe binding, fluorescence polarization; inhibition, % at 9.66 µM; 370,000 tested, 0.69% active;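 active means inhibition above a cutoff: mean of compounds within the control limits plus 3 SD of those, cut at about 17% in these data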;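 further: 0% = plate median of compound wells and 100% = probe without SIAE protein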
GC-A act: GC-A (human) enzyme activation; 370,000 tested, 0.14% active; P16066; activation, % at 10 µM; AID 1671463; HEK293 GC-A cells, cGMP TR-FRET, EC30 ANP; 0% at EC30 ANP, 100% saturating ANP; in the data active means activation above about 40%
HTRA1 inh: HTRA1 (human) protease inhibition; Q92743; recombinant HTRA1, FP-rhodamine activity-based probe, fluorescence polarization; inhibition, % at 5.96 µM; 340,000 tested, 0.5% active; in the data active means inhibition above about 36%;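 further: 0% = enzyme with DMSO and 100% = wells lacking enzyme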
Target sequence (Q92743 whole entry, looked up): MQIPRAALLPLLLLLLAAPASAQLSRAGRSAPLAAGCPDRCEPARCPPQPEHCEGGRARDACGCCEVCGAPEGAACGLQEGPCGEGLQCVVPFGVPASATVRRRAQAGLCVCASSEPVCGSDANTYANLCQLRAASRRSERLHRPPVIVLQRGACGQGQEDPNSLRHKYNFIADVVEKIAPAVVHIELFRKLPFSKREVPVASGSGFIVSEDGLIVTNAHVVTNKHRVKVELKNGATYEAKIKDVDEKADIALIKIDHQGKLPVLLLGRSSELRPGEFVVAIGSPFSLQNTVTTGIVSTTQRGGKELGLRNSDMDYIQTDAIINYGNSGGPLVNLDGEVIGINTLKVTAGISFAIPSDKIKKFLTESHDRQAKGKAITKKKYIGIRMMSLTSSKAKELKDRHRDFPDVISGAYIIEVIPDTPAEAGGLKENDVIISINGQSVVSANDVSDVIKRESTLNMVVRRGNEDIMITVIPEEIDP
The depositor's hits bear a star; . = no result given.

SMILES	GC-B act	UHRF1 MBD2 ctr	mABHD4 FP	TCR CD3 inh	PRMT1 inh	rCAG binder	MBD2 inh	SIAE primary	GC-A act	HTRA1 inh
CCOC(=O)c1c(C)[nH]c(C(=O)OCc2ccc([N+](=O)[O-])cc2)c1C	-9	-3	3	2	-1	2	4	3	-1	-8
COc1ccc(NC(=O)c2sc3nc(N4CCOCC4)c4c(c3c2N)CC(C)(C)OC4)c(OC)c1	5	5	-1	2	6	3	-4	11	1	-2
CC1(C)CC(=O)c2c(-c3cccs3)n[nH]c2C1	-2	-1	8	-3	-2	-1	1	-2	-4	0
CCCCCN1CCCCC(NC(=O)c2cccc(F)c2)C1=O (stereo not given)	2	10	0	.	-1	-3	5	0	-2	.
Cc1[nH]nc2c1C(c1c[nH]c3ccccc13)C(C#N)=C(N)O2 (stereo not given)	3	-6	-2	1	2	2	-10	10	8	.
O=C(OC[C@@H]1CCCN2CCCC[C@H]12)c1cc2ccccc2oc1=O	0	3	1	-6	2	-3	3	0	4	2
COc1ccc(CN2CCCCC2C(=O)Nc2ccc(OC)c(OCC(C)C)c2)cc1OC (stereo not given)	0	-3	5	7	1	-8	7	7	3	-8
Cc1cc(C)n(CC(=O)N/N=C/c2ccc3c(c2)OCO3)n1	4	-2	-5	-1	-1	-2	-2	7	4	-3
Clc1cc2c(c(Cn3cnc4ccccc43)c1)OCOC2	-8	-2	-3	3	-5	-2	-5	3	-19	-14
Cc1c(C)c2cc3c(C)coc3cc2oc1=O	-1	-3	1	3	-4	5	-1	11	3	-9
S=c1[nH]c2cc3c(cc2[nH]1)OCCO3	-6	5	-8	-9	14	-3	6	-2	-8	-6
CC1(CCC#N)N=C(SCCC#N)N(c2ccccc2)C1=O (stereo not given)	4	0	4	2	2	3	6	-1	1	0
CCOC(=O)C1CCN(C(=O)CNS(=O)(=O)c2cccs2)CC1	1	0	0	9	1	-3	-3	12	-2	3
Cc1ccc(NS(=O)(=O)c2cc(C(=O)N3CCN(C)CC3)ccc2C)cc1	-6	1	3	0	-3	2	-6	1	5	1
CSc1ccc(CN2CCC(C(=O)NCc3ccc(C)cc3)CC2)cc1	-2	3	6	4	1	-12	-4	1	2	-7
CCC1(C)COC(c2ccc(OC)c(OC)c2)OC1 (stereo not given)	-3	1	-3	3	-3	1	2	-1	0	2
NS(=O)(=O)c1ccc(Nc2ccc3cc(S(=O)(=O)N4CCCCC4)ccc3n2)cc1	-6	6	-136	8	-3	33	-4	-46	1	-59
O=C(NCc1ccccc1)c1cccc(NC(=O)c2ccco2)c1	6	1	-7	4	-1	-1	0	-8	2	-7
Cc1ccc(Sc2nc3c(c(=O)[nH]c(=O)n3C)n2CCc2ccccc2)cc1	0	3	-7	11	-4	3	0	-7	1	-1
O=C1CN(C(=O)CNC(=O)c2ccc(Cl)cc2Cl)CCN1	0	-1	4	8	11	3	-7	8	-1	9

Full records, quoted from the list. Values in the order: GC-B act | UHRF1 MBD2 ctr | mABHD4 FP | TCR CD3 inh | PRMT1 inh | rCAG binder | MBD2 inh | SIAE primary | GC-A act | HTRA1 inh
Cc1ccc(NS(=O)(=O)c2cc(C(=O)N3CCN(C)CC3)ccc2C)cc1 is entered as -6 | 1 | 3 | 0 | -3 | 2 | -6 | 1 | 5 | 1
CCOC(=O)C1CCN(C(=O)CNS(=O)(=O)c2cccs2)CC1 is entered as 1 | 0 | 0 | 9 | 1 | -3 | -3 | 12 | -2 | 3

Additional structures follow.
SMILES	GC-B act	UHRF1 MBD2 ctr	mABHD4 FP	TCR CD3 inh	PRMT1 inh	rCAG binder	MBD2 inh	SIAE primary	GC-A act	HTRA1 inh
CCCCOC(=O)C(C)c1c(C)[nH]c(=S)[nH]c1=O (stereo not given)	2	-4	14	10	-2	0	-8	1	-2	3
O=C(NCC(=O)N(Cc1cccs1)C(C(=O)NC1CCCC1)c1ccncc1)c1ccco1 (stereo not given)	3	-1	-4	3	5	4	-5	2	1	-4
COC(=O)C1C(c2ccc(OC)cc2)NC(=O)NC1(O)C(F)(F)Cl (stereo not given)	3	0	-12	-7	4	0	-1	1	1	-7
CCOC(=O)c1c(C)n(C)c2cc([N+](=O)[O-])c(O)c([N+](=O)[O-])c12	-8	-4	9	-4	6	-1	-9	1	-8	-1
CCOc1ccc(CCNC(=O)CCc2nnc3ccc(N4CCCCC4)nn23)cc1OCC	0	2	5	-6	3	-4	2	-1	-4	1
Cc1ccc(-c2noc(CC(=O)c3ccc([N+](=O)[O-])cc3)n2)cc1	3	1	2	3	-1	12	-5	3	-7	-3
CCOc1ccc(C(=O)NC2CC(C)(C)NC(C)(C)C2)cc1	-3	4	4	-2	-5	-1	-4	13	-2	5
O=C(Nc1ncccc1O)c1cccc(S(=O)(=O)NCc2ccccc2)c1	0	-3	-1	0	1	2	0	0	-2	-2
C[C@H]1CN([C@@H](C)CO)C(=O)c2cc(Br)cnc2O[C@H]1CN(C)C(=O)C1CC1	5	1	1	-5	-2	2	-1	-2	1	1
Cc1cc(C)cc(C(=O)NC(CC(N)=O)c2ccc(NCC3CC3)c([N+](=O)[O-])c2)c1 (stereo not given)	1	0	-1	-4	3	-2	2	-8	-4	3
CCCNC(=O)c1ccc(N2CCC3(CC2)CC(c2cccc(Br)c2)=NO3)c(NC(=O)c2ccc(Br)cc2)c1	-4	2	-14	2	-2	13	-1	-13	2	-36
CC(/C=C1\SC(=Nc2cccnc2)NC1=O)=C\c1ccccc1	1	3	-40	-8	-6	21	1	-38	-14	-50
Cc1ccc(C(=O)c2ccccc2C(=O)OCC(=O)NC(C)(C)C)cc1	4	1	-1	1	-1	-8	-3	0	-4	-3
Cc1ccc(OCC(=O)N2N=C(c3cccnc3)CC2(O)C(F)(F)F)cc1C (stereo not given)	-2	-2	3	1	-5	-2	1	-2	4	4
CCOc1ccccc1C(=O)N1CCC(n2nnc3cc(C)ccc32)CC1	-5	1	-11	-3	2	-7	-1	-2	2	-6
CCOc1ccccc1C(=O)N(Cc1sccc1C)C1CCS(=O)(=O)C1 (stereo not given)	-8	-3	1	-1	-1	-3	4	-9	-6	5
COCCCNC(=O)c1cccc2c(-c3ccc(OC)cc3C)coc12	5	-1	-8	2	-2	0	3	1	1	.
CCOCCCNC(=O)C(C)NS(=O)(=O)c1ccc(C)cc1 (stereo not given)	10	-1	3	-1	1	0	-1	-3	-1	5
COCCn1c(-c2cccc([N+](=O)[O-])c2)nc2c1c(=O)[nH]c(=O)n2Cc1ccccc1	15	6	3	2	3	6	4	0	19	-5
CCN(C[C@H]1[C@@H](c2ccc(C3=CCCC3)cc2)[C@H](CO)N1Cc1ccccn1)S(=O)(=O)c1ccccc1[N+](=O)[O-]	-3	-2	0	.	5	13	1	1	-1	.
COc1cc(C2c3cc4c(cc3OC(NCc3ccccc3)C2C)OCO4)cc(OC)c1OC (stereo not given)	-2	0	2	2	-3	2	1	-1	-7	2
C[C@H]1CN([C@@H](C)CO)C(=O)CCCn2cc(nn2)CO[C@@H]1CN(C)C(=O)Nc1ccccc1	0	5	-1	5	6	1	5	2	-1	3
COc1ccc(C(=O)N/C(=C/c2cccnc2)C(=O)Nc2cccc(C(C)=O)c2)cc1OC	-1	-1	-1	3	2	1	0	-11	3	2
O=C(CN1CCCCC1)Nc1ccc(S(=O)(=O)c2ccc(NC(=O)CN3CCCCC3)cc2)cc1	-1	2	-4	3	-6	3	-7	1	-1	1
CCCCc1nc(NCCNC(=O)c2ccccc2)c(C#N)c2c1CSC(C)(C)C2	-3	0	-1	5	0	2	1	-9	-5	-43
CSc1cccc(NS(=O)(=O)c2ccc3c(c2)NC(=O)C(C)C(=O)N3)c1 (stereo not given)	1	-1	-3	1	1	4	1	2	-1	-6
COc1ccc(/C=C(\NC(=O)c2ccc([N+](=O)[O-])cc2)C(=O)NCCCN2CCOCC2)cc1	-4	4	3	5	-3	3	-1	-1	-1	-4
O=C(NCC1COCCO1)c1ccc(OC2CCN(CCc3ccccc3)CC2)cc1 (stereo not given)	6	1	-2	-6	-1	-10	0	-4	-1	0
O=C(N/N=C\c1ccco1)c1cncc(Br)c1	-8	-5	-1	1	1	3	0	8	-4	.
O=C(c1cccc(S(=O)(=O)NCc2ccccc2)c1)N1CCN(c2ccccc2Cl)CC1	-1	0	-14	11	1	4	-1	-6	-6	-46
O=c1cc(O)nc(-c2ccc(Cl)cc2)s1	-2	1	2	-1	8	3	4	-8	7	0
N#CC(C(=O)NC1CCCCC1)=C1CCCCCC1	-5	6	2	-8	-4	0	0	-1	-3	-1
Nc1nc(Cl)cc(Sc2ccc(F)cc2)n1	-1	12	-5	0	0	-2	-2	13	-1	5
COc1cccc(C(C(=O)Nc2ccc(F)cc2)N(C(=O)Cn2nnc3ccccc32)C2CC2)c1 (stereo not given)	0	-2	-4	-4	-1	-1	0	0	4	-15

Nothing new here: 14 of the compounds above.
SMILES	GC-B act	UHRF1 MBD2 ctr	mABHD4 FP	TCR CD3 inh	PRMT1 inh	rCAG binder	MBD2 inh	SIAE primary	GC-A act	HTRA1 inh
COc1cc(C2c3cc4c(cc3OC(NCc3ccccc3)C2C)OCO4)cc(OC)c1OC (stereo not given)	-2	0	2	2	-3	2	1	-1	-7	2
C[C@H]1CN([C@@H](C)CO)C(=O)CCCn2cc(nn2)CO[C@@H]1CN(C)C(=O)Nc1ccccc1	0	5	-1	5	6	1	5	2	-1	3
COc1ccc(C(=O)N/C(=C/c2cccnc2)C(=O)Nc2cccc(C(C)=O)c2)cc1OC	-1	-1	-1	3	2	1	0	-11	3	2
O=C(CN1CCCCC1)Nc1ccc(S(=O)(=O)c2ccc(NC(=O)CN3CCCCC3)cc2)cc1	-1	2	-4	3	-6	3	-7	1	-1	1
CCCCc1nc(NCCNC(=O)c2ccccc2)c(C#N)c2c1CSC(C)(C)C2	-3	0	-1	5	0	2	1	-9	-5	-43
CSc1cccc(NS(=O)(=O)c2ccc3c(c2)NC(=O)C(C)C(=O)N3)c1 (stereo not given)	1	-1	-3	1	1	4	1	2	-1	-6
COc1ccc(/C=C(\NC(=O)c2ccc([N+](=O)[O-])cc2)C(=O)NCCCN2CCOCC2)cc1	-4	4	3	5	-3	3	-1	-1	-1	-4
O=C(NCC1COCCO1)c1ccc(OC2CCN(CCc3ccccc3)CC2)cc1 (stereo not given)	6	1	-2	-6	-1	-10	0	-4	-1	0
O=C(N/N=C\c1ccco1)c1cncc(Br)c1	-8	-5	-1	1	1	3	0	8	-4	.
O=C(c1cccc(S(=O)(=O)NCc2ccccc2)c1)N1CCN(c2ccccc2Cl)CC1	-1	0	-14	11	1	4	-1	-6	-6	-46
O=c1cc(O)nc(-c2ccc(Cl)cc2)s1	-2	1	2	-1	8	3	4	-8	7	0
N#CC(C(=O)NC1CCCCC1)=C1CCCCCC1	-5	6	2	-8	-4	0	0	-1	-3	-1
Nc1nc(Cl)cc(Sc2ccc(F)cc2)n1	-1	12	-5	0	0	-2	-2	13	-1	5
COc1cccc(C(C(=O)Nc2ccc(F)cc2)N(C(=O)Cn2nnc3ccccc32)C2CC2)c1 (stereo not given)	0	-2	-4	-4	-1	-1	0	0	4	-15

These rows are one share of the data; count on the stated rates, not on these rows.
